Screening results (PubChem BioAssay)
DRD3 agonist – qHTS of D3 Dopamine Receptor Agonist: qHTS; actives 0.58% (n = 410,000); max activation, %; D3R DiscoveRx beta-arrestin cells, luminescence, 90 min; AID 652048, 2013; D(3) dopamine receptor (Homo sapiens), P35462; in the data active = max activation above about 30%; note: 0% is about no effect; mostly tested at two doses, the higher about 12 µM
Target sequence (P35462 whole entry, looked up): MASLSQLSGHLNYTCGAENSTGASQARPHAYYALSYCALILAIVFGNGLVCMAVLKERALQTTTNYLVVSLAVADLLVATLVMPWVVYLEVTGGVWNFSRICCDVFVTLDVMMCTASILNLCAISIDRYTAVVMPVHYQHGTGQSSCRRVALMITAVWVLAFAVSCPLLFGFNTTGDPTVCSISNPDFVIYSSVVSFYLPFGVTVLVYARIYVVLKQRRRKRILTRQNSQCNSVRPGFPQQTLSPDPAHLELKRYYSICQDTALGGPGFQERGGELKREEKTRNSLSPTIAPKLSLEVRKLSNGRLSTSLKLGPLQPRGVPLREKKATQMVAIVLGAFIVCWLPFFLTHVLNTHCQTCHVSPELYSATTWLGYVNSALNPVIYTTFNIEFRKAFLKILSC
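Agonist-mode cell screen: cells plated at 1500/well and incubated overnight at 37 °C, then exposed to library compounds for 90 min at 37 °C. Detection reagent was added for 30–60 min at room temperature, and luminescence was read.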
IL1B secr inh – qHTS for Inhibitors of Inflammasome Signaling: IL-1-beta AlphaLISA Primary Screen | THP-1 LPS/ATP IL-1B secretion, AlphaLISA, 16 h; hits give low values | activity change, % at 57.5 µM | actives 4.7% (n = 360,000); in the data active = activity change below about -50%; inconclusive = mostly about -30% to -49%; note: % is set by controls: 0 for no effect and ±100 for the full control effect
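Secreted IL-1B measured by AlphaLISA bead assay after 16 h compound exposure of THP-1 cells; compounds (final up to 57.5 uM) added 1 h before LPS (250 ng/mL) and ATP (1.25 mM) stimulation; lower signal means less secretion.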
SW480 rerep – A quantitative high throughput screen for small molecules that induce DNA re-replication in SW480 colon adenocarcinoma cells; SW480 DNA re-replication, Hoechst DNA content imaging, 48 h; Potency, µM (series often up to 46.1 µM), for inactives: top-dose re-replication activation, hits mostly activators; actives 1.8% (n = 340,000); AID 624297, 2012; note: potency is the fitted concentration of half-maximal effect; % of control where 0% means no effect; nearly all actives have a fitted effect of over 55% in size
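Image-based DNA-content assay: after two days of treatment, nuclei were labelled with the DNA dye Hoechst and imaged, and hits were compounds raising the count of nuclei showing high fluorescence intensity.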
HT1080 IDH1KD tx – qHTS for induction of synthetic lethality in tumor cells producing 2HG: qHTS for the HT-1080-IDH1KD cell line | HT-1080 IDH1 knockdown viability, ATP luminescence, 48 h | Potency, µM (top dose mostly 46.1 µM), for the others: top-dose activity, negative = toxicity, actives largely listed as cytotoxic | actives 2% (n = 360,000);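 note: potency is the fitted concentration of half-maximal effect; 0% = DMSO wells and -100% = cell-free medium wells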
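CellTiter-Glo luminescence after 48 h compound exposure at 37 degrees C of IDH1-knockdown HT-1080 cells in 5% FBS RPMI. %Activity scaled between DMSO wells and cell-free media wells, with curves fitted and assigned curve classes.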
GLP1R cytotox – qHTS of GLP-1 Receptor Inverse Agonists: Cytotox Screen; HEK293 cAMP-luciferase reporter cells, luminescence, 24 h; Potency, µM (highest dose often 38.3 µM), inactives show top-dose activity change, negative = inhibition, usual class: inhibitors; actives 0.13% (n = 410,000); AID 624418, 2012;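 note: loss of luciferase light is scored as toxicity; potency is the fitted concentration of half-maximal effect; % is set by controls: 0 for no effect and ±100 for the full control effect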
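To flag toxic compounds, the library was rerun on cells for 24 hr at 37 deg C and 5% CO2. Viability-linked luminescence was captured 12 min after adding luciferase detection reagent.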
KB-V1 cytotox – qHTS assay for MDR1-selective chemotherapeutics: Primary screen using the drug-selected MDR subline cells KB-V1; KB-V1 MDR cells viability, CellTiter-Glo, 72 h; Potency, µM (top dose mostly 46.1 µM), for the others: top-dose activity change, negative = cytotoxicity, most hits filed as cytotoxic; actives 3.4% (n = 400,000); note: potency is the fitted concentration of half-maximal effect; % is set by controls: 0 for no effect and ±100 for the full control effect; nearly all actives have a fitted effect of over 60% in size
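Luminescent ATP read-out (CellTiter-Glo, 10 min) measures survival of drug-selected KB-V1 MDR cells after 72 h, 37 degrees C compound exposure. Medium: phenol-red-free DMEM, 10% FBS. Values from fitted concentration-response curves.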
KB-3-1 tox – qHTS assay for MDR1-selective chemotherapeutics: Primary screen using the parental adenocarcinoma cell KB-3-1. actives 1.4% (n = 400,000). KB-3-1 viability, CellTiter-Glo ATP luminescence, 72 h. Potency, µM (doses to about 46.1 µM), inactives show at the highest dose activity change, negative = cytotoxic, hits mostly cytotoxic; note: potency is the fitted concentration of half-maximal effect; % is set by controls: 0 for no effect and ±100 for the full control effect; nearly all actives have a fitted effect of over 60% in size
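Viability of parental KB-3-1 cells, measured by CellTiter-Glo luminescence, followed a 72 h incubation at 37 °C with pinned compounds in phenol-red-free DMEM containing 10% FBS.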
MCF10A rereplic – A quantitative high throughput screen for small molecules that induce DNA re-replication in MCF 10a normal breast cells; MCF 10A DNA re-replication, Hoechst nuclear intensity, 48 h; Potency, µM (highest dose often 46.1 µM), for inactives: at the highest dose activity, positive = re-replication, hits mostly activators; actives 2.9% (n = 350,000); AID 624296, 2012; note: potency is the fitted concentration of half-maximal effect; % of control where 0% means no effect; nearly all actives have a fitted effect of over 50% in size
HT1080NT lethal – qHTS for induction of synthetic lethality in tumor cells producing 2HG: qHTS for the HT-1080-NT fibrosarcoma cell line | HT-1080-NT fibrosarcoma viability, CellTiter-Glo ATP luminescence, 48 h | AID 686970, 2013 | actives 1.6% (n = 360,000) | Potency, µM (doses to about 46.1 µM), inactives show at the highest dose activity, negative = less viability, hits mostly cytotoxic;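 note: NT is the 2HG producing partner of a matched IDH1 knockdown line; potency is the fitted concentration of half-maximal effect; 0% = DMSO-treated cells and -100% = media-only wells without cells; nearly all actives have a fitted effect of over 55% in size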
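HT-1080-NT fibrosarcoma cells (2HG-overproducing), 750 cells/well in RPMI with 5% FBS, dosed after 2 h and incubated 48 h at 37C. CellTiter-Glo luminescence normalized to DMSO and no-cell wells; concentration-response curves fitted and classed.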
Numbers without * were called inactive; [ ] = remark or other dose. Unless noted, calls come from the whole dose curve; as a rule, active = well fitted curve in the direction sought with a large enough effect; inconclusive = small, poorly fitted or top-dose-only effect, or another doubt; inactive = no such curve, though single readings can be large; an effect the other way counts as inactive or inconclusive.

The opening two compounds as a preview:
What do the screens show for `Clc1cccc(-c2nc3ccccn3c2Nc2ccc3c(c2)OCCO3)c1`?
DRD3 agonist: -4; GLP1R cytotox: -6%; KB-V1 cytotox: 0%; KB-3-1 tox: -19%

What do the screens show for `Cc1c(OCC(F)(F)F)ccnc1CSc1nc2ccccc2[nH]1`?
DRD3 agonist: 3; IL1B secr inh: inconclusive; SW480 rerep: 2%; HT1080 IDH1KD tx: -28%; GLP1R cytotox: -19%; KB-V1 cytotox: inconclusive; KB-3-1 tox: 0%; MCF10A rereplic: 23%; HT1080NT lethal: -20%

All compounds of this part, from the start:
What do the screens show for `Clc1cccc(-c2nc3ccccn3c2Nc2ccc3c(c2)OCCO3)c1`?
DRD3 agonist: -4; GLP1R cytotox: -6%; KB-V1 cytotox: 0%; KB-3-1 tox: -19%

What do the screens show for `Cc1c(OCC(F)(F)F)ccnc1CSc1nc2ccccc2[nH]1`?
DRD3 agonist: 3; IL1B secr inh: inconclusive; SW480 rerep: 2%; HT1080 IDH1KD tx: -28%; GLP1R cytotox: -19%; KB-V1 cytotox: inconclusive; KB-3-1 tox: 0%; MCF10A rereplic: 23%; HT1080NT lethal: -20%

Results for CC1(C(=O)N/N=C/c2ccccc2)CC1(Br)Br (stereo not drawn) ?
DRD3 agonist: -8; IL1B secr inh: -11; SW480 rerep: 1%; HT1080 IDH1KD tx: -3%; GLP1R cytotox: 16%; KB-V1 cytotox: -9%; KB-3-1 tox: -5%; MCF10A rereplic: 2%; HT1080NT lethal: -3%

Results for O=C(c1ccccc1)c1coc2c1C(=O)c1ccccc1C2=O ?
DRD3 agonist: -7; IL1B secr inh: -28; SW480 rerep: 2%; HT1080 IDH1KD tx: 18µM*; GLP1R cytotox: -3%; KB-V1 cytotox: -17%; KB-3-1 tox: -2%; MCF10A rereplic: inconclusive; HT1080NT lethal: 16µM*

Results for O=C(CC1SC(N2CCOCC2)=NC1=O)Nc1ccc(Cl)cc1 (stereo not drawn) ?
DRD3 agonist: 5; IL1B secr inh: -6; SW480 rerep: -45%[inhibitor]; HT1080 IDH1KD tx: 0%; GLP1R cytotox: 4%; KB-V1 cytotox: 20%; KB-3-1 tox: 7%; MCF10A rereplic: -14%; HT1080NT lethal: -4%

How did O=C(O)c1sc2cccc(Cl)c2c1Cl do in these assays?
DRD3 agonist: 5; IL1B secr inh: 36; SW480 rerep: -1%; HT1080 IDH1KD tx: -1%; GLP1R cytotox: 6%; KB-V1 cytotox: 2%; KB-3-1 tox: 5%; MCF10A rereplic: inconclusive; HT1080NT lethal: -4%

What do the screens show for `N/C(CSc1ccccn1)=N\OCc1c(Cl)cccc1Cl`?
DRD3 agonist: -13; IL1B secr inh: -5; SW480 rerep: -6%; HT1080 IDH1KD tx: -3%; GLP1R cytotox: 15%; KB-V1 cytotox: 9%; KB-3-1 tox: 17%; MCF10A rereplic: 2%; HT1080NT lethal: -5%

Results for CCC(NC(=O)Nc1ncccc1C)(C(F)(F)F)C(F)(F)F ?
DRD3 agonist: 6; IL1B secr inh: 26; SW480 rerep: -5%; HT1080 IDH1KD tx: 6%; GLP1R cytotox: 0%; KB-V1 cytotox: 17%; KB-3-1 tox: 18%; MCF10A rereplic: -7%; HT1080NT lethal: 13%

Results for N#C/C(=C/c1ccc(N2CCCCCC2)o1)c1cccc(F)c1 ?
DRD3 agonist: -22; IL1B secr inh: -27; SW480 rerep: inconclusive; HT1080 IDH1KD tx: 6.3µM*; GLP1R cytotox: inconclusive; KB-V1 cytotox: 15µM*; KB-3-1 tox: -15%; MCF10A rereplic: inconclusive; HT1080NT lethal: 11µM*

Results for O=C(c1nnsc1S(=O)(=O)c1ccc(Cl)cc1)N1CCOCC1 ?
DRD3 agonist: -8; IL1B secr inh: -106*; SW480 rerep: inconclusive; HT1080 IDH1KD tx: inconclusive; GLP1R cytotox: -7%[7.66 µM]; KB-V1 cytotox: -4%; KB-3-1 tox: inconclusive; MCF10A rereplic: 3.5µM*; HT1080NT lethal: 15µM*

What do the screens show for `CC1(C)CC(=O)C2=C(C1)NC(SCC(N)=O)=C(C#N)C21CCCCC1`?
DRD3 agonist: 5; IL1B secr inh: 0; SW480 rerep: -2%; HT1080 IDH1KD tx: -8%; GLP1R cytotox: -1%; KB-V1 cytotox: 4%; KB-3-1 tox: 3%; MCF10A rereplic: 6%; HT1080NT lethal: -8%

Results for O=C(Nc1ccccc1N1CCOCC1)c1ccc(N2CCOCC2)c([N+](=O)[O-])c1 ?
DRD3 agonist: -1; IL1B secr inh: -18; SW480 rerep: -11%; HT1080 IDH1KD tx: 10%; GLP1R cytotox: -9%; KB-V1 cytotox: -4%; KB-3-1 tox: -8%; MCF10A rereplic: 1%; HT1080NT lethal: inconclusive

What do the screens show for `COCCNC(=S)N/N=C/c1ccc(N2CCOCC2)cc1`?
DRD3 agonist: 5; IL1B secr inh: 26; SW480 rerep: inconclusive; HT1080 IDH1KD tx: -37%; GLP1R cytotox: inconclusive; KB-V1 cytotox: -30%; KB-3-1 tox: -14%; MCF10A rereplic: 1%; HT1080NT lethal: -5%

What do the screens show for `COc1ccc(NC(=O)C2CCCN(S(=O)(=O)c3c(C)n[nH]c3C)C2)cc1` (stereo not drawn)?
DRD3 agonist: -1; IL1B secr inh: 8; SW480 rerep: 0%; HT1080 IDH1KD tx: -2%; GLP1R cytotox: 11%; KB-V1 cytotox: inconclusive; KB-3-1 tox: -6%; MCF10A rereplic: -5%; HT1080NT lethal: 1%

How did CC(C)(C)C1CCC(=NNc2ccc(S(N)(=O)=O)cc2[N+](=O)[O-])CC1 (stereo not drawn) do in these assays?
DRD3 agonist: 6; IL1B secr inh: -87*; SW480 rerep: 14%; HT1080 IDH1KD tx: 18µM*; GLP1R cytotox: inconclusive; KB-V1 cytotox: -30%; KB-3-1 tox: inconclusive; MCF10A rereplic: inconclusive; HT1080NT lethal: inconclusive

How did COc1ccccc1NC(=O)CSc1nnc(CC(=O)Nc2ccccc2)n1C do in these assays?
DRD3 agonist: -1; IL1B secr inh: -50*; SW480 rerep: -4%; HT1080 IDH1KD tx: 9%; GLP1R cytotox: -10%; KB-V1 cytotox: -7%; KB-3-1 tox: 0%; MCF10A rereplic: -2%; HT1080NT lethal: 4%

Results for COC(=O)c1cc(C(=O)NCCCN2CCOCC2)cc([N+](=O)[O-])c1 ?
DRD3 agonist: -4; IL1B secr inh: -12; SW480 rerep: -4%; HT1080 IDH1KD tx: 7%; GLP1R cytotox: -1%; KB-V1 cytotox: 0%; KB-3-1 tox: -29%; MCF10A rereplic: -3%; HT1080NT lethal: 0%

Results for O=C(O)c1cccc(S(=O)(=O)Nc2ccc(OCc3ccccc3)cc2)c1 ?
DRD3 agonist: 3; IL1B secr inh: 3; SW480 rerep: -2%; HT1080 IDH1KD tx: 18%; GLP1R cytotox: -6%; KB-V1 cytotox: 0%; KB-3-1 tox: 0%; MCF10A rereplic: 0%; HT1080NT lethal: 20%

What do the screens show for `CCOC(=O)Cc1csc(NC(=O)CSc2nnc3ccccn23)n1`?
DRD3 agonist: 4; IL1B secr inh: 0; SW480 rerep: 0%; HT1080 IDH1KD tx: 17%; GLP1R cytotox: 9%; KB-V1 cytotox: 0%; KB-3-1 tox: 21%; MCF10A rereplic: 1%; HT1080NT lethal: 1%

Results for Cc1ccc(NC(=O)CSc2nnc(CNC(=O)c3ccco3)o2)cc1Cl ?
DRD3 agonist: -2; IL1B secr inh: 12; SW480 rerep: -9%; HT1080 IDH1KD tx: 17%; GLP1R cytotox: 0%; KB-V1 cytotox: 25%; KB-3-1 tox: 0%; MCF10A rereplic: 1%; HT1080NT lethal: 1%

Results for COCCn1nnnc1C(c1cc2c(C)cc(C)cc2[nH]c1=O)N1CCCCCC1 (stereo not drawn) ?
DRD3 agonist: -4; IL1B secr inh: -19; SW480 rerep: 21%; HT1080 IDH1KD tx: inconclusive; GLP1R cytotox: -3%; KB-V1 cytotox: 4%; KB-3-1 tox: 11%; MCF10A rereplic: -3%; HT1080NT lethal: -22%

What do the screens show for `CCn1c(SCC(=O)NCC2CCCO2)nnc1-c1ccccc1` (stereo not drawn)?
DRD3 agonist: 0; IL1B secr inh: 2; SW480 rerep: 0%; HT1080 IDH1KD tx: 1%; GLP1R cytotox: 23%; KB-V1 cytotox: 26%; KB-3-1 tox: 15%; MCF10A rereplic: 1%; HT1080NT lethal: -1%

How did C=C(C)CNC(=S)Nc1ccc(S(=O)(=O)Nc2cnc3ccccc3n2)cc1 do in these assays?
DRD3 agonist: -1; IL1B secr inh: 38; SW480 rerep: -16%; HT1080 IDH1KD tx: 4%; GLP1R cytotox: 6%; KB-V1 cytotox: 30%; KB-3-1 tox: 14%; MCF10A rereplic: 0%; HT1080NT lethal: 4%

How did COc1ccc(NC(=O)CSc2nnc(-c3cc(C)[nH]n3)n2N)cc1OC do in these assays?
DRD3 agonist: -8; IL1B secr inh: 12; SW480 rerep: inconclusive; HT1080 IDH1KD tx: 14%; GLP1R cytotox: -4%; KB-V1 cytotox: 0%; KB-3-1 tox: 13%; MCF10A rereplic: 1%; HT1080NT lethal: -4%

How did Cn1c(=O)c2nc(-c3ccc(Cl)cc3Cl)oc2c2ccccc21 do in these assays?
DRD3 agonist: 1; IL1B secr inh: 2; SW480 rerep: -9%; HT1080 IDH1KD tx: 26%; GLP1R cytotox: 6%; KB-V1 cytotox: 11%; KB-3-1 tox: 11%; MCF10A rereplic: -4%; HT1080NT lethal: inconclusive
